Assay outcomes (PubChem BioAssay)
Sm TGR inh: qHTS Assay for the Inhibitors of Schistosoma Mansoni Peroxiredoxins. Schistosoma mansoni thioredoxin glutathione reductase (TGR), Q962Y6. Potency, µM (highest dose often 114 µM), for the others: at the top dose activity change, negative = inhibition, actives largely listed as inhibitors. purified TGR, DTNB reduction, TNB absorbance 405 nm. AID 485364, 2010. actives 3% (n = 360,000); further: potency means the concentration at half of the fitted maximal effect; nearly all actives have a fitted effect of over 60% in size
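First, TGR (20 nM dispensed) and NADPH were mixed with compound. Second, a 15 min room-temperature incubation followed. Third, further NADPH and then DTNB were added to start the reaction. Finally, TNB absorbance was monitored kinetically.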
HCV inh: qHTS Assay for Inhibitors of Hepatitis C Virus (HCV); actives 3.4% (n = 340,000); Potency, µM (titrated, usually from 41.8 µM), for inactives: at the top dose activity change, negative = inhibition, hits mostly inhibitors; Huh7.5.1 HCVcc-Cre infection, luciferase reporter, 44 h; AID 651820, 2012; further: potency means the concentration at half of the fitted maximal effect
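Infectious HCVcc-Cre (~0.5 moi) was added to cells just after compound, with cells seeded 4 h earlier at 1,000 per well. Luciferase activity after 44 h culture reported infection; substrate was incubated 15 min at room temperature before reading.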
AMA1 RON2 block: qHTS for Inhibitors of AMA1-RON; Towards Development of Antimalarial Drug Lead: Primary Screen; Plasmodium falciparum AMA1 (3D7) - RON2 peptide interaction; AlphaScreen AMA1-biotinylated RON2 peptide binding; Potency, µM (highest dose often 58.2 µM), for the others: top-dose activity change, negative = inhibition, actives largely listed as inhibitors; actives 0.2% (n = 360,000); AID 720542, 2013;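 further: potency means the concentration at half of the fitted maximal effect; 0% = vehicle wells and -100% = peptide control; nearly all actives have a fitted effect of over 45% in size; some results filed as inactive show a strong effect at the top dose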
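AMA1 (3D7) with his tag at 25 nM final met compounds first, then biotinylated RON2 peptide at 25 nM; detection used donor plus acceptor beads, 10 µg/mL apiece, read by AlphaScreen after 30 min at room temperature.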
HCMV antiviral: qHTS Assay for inhibitors of the human cytomegalovirus (HCMV) | HFF cells, HCMV-luciferase reporter, 72 h; active compounds read low | activity change, negative = inhibition, % at 57.5 µM | actives 4.5% (n = 410,000) | AID 1259415, 2018; in the data active means activity change below about -60%; inconclusive means no clear call, values can overlap the other calls; inactive means above about -39%
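Inhibition of viral replication was scored as loss of reporter luminescence in HFFs infected with HCMV-luciferase (MOI 1 PFU/cell) for 72 h; compounds tested at 2 doses, normalized to buffer and Salinomycin controls.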
FBPA Giardia inh: qHTS Assay for Inhibitors of Fructose-1,6-bisphosphate Aldolase from Giardia Lamblia. A8B2U2. purified Giardia FBPA. Potency, µM (top dose mostly 59.6 µM), for the others: at the highest dose activity, negative = inhibition, usual class: inhibitors. actives 0.71% (n = 290,000); further: potency means the concentration at half of the fitted maximal effect; nearly all actives have a fitted effect of over 55% in size
Target sequence (A8B2U2 whole entry, looked up): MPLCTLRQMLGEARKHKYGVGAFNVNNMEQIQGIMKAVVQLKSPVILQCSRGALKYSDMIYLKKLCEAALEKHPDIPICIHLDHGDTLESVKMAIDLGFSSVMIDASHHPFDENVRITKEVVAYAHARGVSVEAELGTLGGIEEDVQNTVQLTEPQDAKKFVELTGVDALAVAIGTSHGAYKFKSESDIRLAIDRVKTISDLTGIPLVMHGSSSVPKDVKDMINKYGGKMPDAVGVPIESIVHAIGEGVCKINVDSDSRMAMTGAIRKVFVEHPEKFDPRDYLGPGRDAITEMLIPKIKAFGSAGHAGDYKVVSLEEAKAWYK
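40 nM FBPA preincubated 10 min at RT with compound (up to 57.5 uM final), then substrate plus GAPDH/TPI/NAD/arsenate coupling and diaphorase/resazurin added. Fluorescence read after 20 min at RT, 525/598 nm.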
AmpC detergent: qHTS Inhibitors of AmpC Beta-Lactamase (assay with detergent) | Potency, µM (series often up to 114 µM), without a hit: top-dose activity change, negative = inhibition, actives largely listed as inhibitors | AmpC hydrolysis of nitrocefin, absorbance 480 nm, 0.01% Triton | actives 0.041% (n = 370,000);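 further: potency means the concentration at half of the fitted maximal effect; 0% = no-compound wells and -100% = no-enzyme wells; nearly all actives have a fitted effect of over 25% in size; some results filed as inactive show a strong effect at the top dose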
Target sequence (P00811 whole entry, looked up): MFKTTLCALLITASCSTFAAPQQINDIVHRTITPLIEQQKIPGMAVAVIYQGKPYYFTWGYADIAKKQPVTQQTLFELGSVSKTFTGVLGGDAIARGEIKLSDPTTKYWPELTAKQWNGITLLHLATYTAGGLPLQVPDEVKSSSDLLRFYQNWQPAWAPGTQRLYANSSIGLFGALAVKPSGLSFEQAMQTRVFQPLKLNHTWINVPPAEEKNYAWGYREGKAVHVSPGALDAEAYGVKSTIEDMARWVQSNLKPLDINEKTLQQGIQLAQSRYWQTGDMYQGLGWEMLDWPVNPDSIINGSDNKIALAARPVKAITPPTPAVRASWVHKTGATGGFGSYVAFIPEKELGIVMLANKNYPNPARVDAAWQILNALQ
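AmpC (5.3 nM in the dispensed reagent) in 20 mM phosphate pH 7.0 with 0.01% (detergent screen) or 0.0001% Triton X-100 was preincubated with compounds for 15 min at room temperature. Nitrocefin was then added from an 800 uM solution, and hydrolysis was followed at 480 nm.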
Starred values were filed as active, the others as inactive; ? = inconclusive; . = no result given; & = joins results of further samples; [ ] = dose if it differs, or a comment. Unless noted, the call rests on the fitted dose curve; in most records, active means well fitted curve in the direction sought with a large enough effect; inconclusive means small, poorly fitted or top-dose-only effect, or another doubt; inactive means no such curve, though single readings can be large; an effect the other way counts as inactive or inconclusive. Unless noted, on the % scale 0 is the no-effect control and ±100 the full control effect. Compounds as they come; overall some 9.3% were active at least once.

Under each structure – FBPA Giardia inh | HCMV antiviral | AmpC detergent | AMA1 RON2 block | Sm TGR inh | HCV inh
CCN(CC)C(=N)/C(C#N)=N/Nc1ccc(C)cc1
  -23% | 92 | -8% | -16% | 0% | -14%
Cc1ccc(C)c(N(Cc2ccccc2F)S(C)(=O)=O)c1
  2% | 25 | -3% | -4% | -1% | 10%
CNC(=S)N/N=C/c1ccc2c(c1)OCCO2
  -11% | -24 | -20% | 101%[activator] | -17% | -14%
COc1ccc(S(=O)(=O)c2cn(C)c3cc(N4CCCCC4)c(F)cc3c2=O)cc1
  . | -3 | 1% | . | ? | .
C/C(=N/NC(=O)CSc1nc2ccccc2n1C)c1ccco1
  4% | -2 | 3% | 57%[activator] | 1% | 9%
Cc1ccc(C)c(NC(=O)COC(=O)c2cccc3c2C(=O)c2ccccc2C3=O)c1
  -16% | ? | -22% | ? | -10% | ?
COc1ccc(Cl)cc1NC(=O)Cc1ccc(NC(=O)N2CCCCc3ccccc32)cc1
  . | 19 | -1% | . | -6% | .
CC(=O)Nc1cc2nc(C)n(Cc3ccc([N+](=O)[O-])cc3)c2nc1C
  4% | 7 | -2% | -10% | 1% | -18%
CC(=O)Nc1c(C)nn(-c2ccccc2)c1N1CCC(C(=O)NCc2ccc(Cl)cc2)CC1
  . | -23 | 7% | . | 20% | .
CCOc1ccc(-n2c(=O)c3sccc3n(Cc3cccc([N+](=O)[O-])c3)c2=O)cc1
  5% | -19 | 2% | 0% | 5% | -18%
CN(c1ccccc1)S(=O)(=O)c1cccc(NC(=O)c2ccc(=O)[nH]c2)c1
  . | -26 | -5% | -10% | -2% | -12%
O=CNc1ccc2c(c1)Cc1cccc(NC=O)c1-2
  . | 38 | . | 0% | . | -14%
CCOC(=O)c1c(N)sc(C(O)(C(F)(F)F)C(F)(F)F)c1-c1ccccc1
  -18% | -8 | -1% | -17% | 5% | -5%
O=C(CCNS(=O)(=O)c1cccs1)NC1CCN(Cc2ccccc2)CC1
  5% | -37 | -5% | -7% | 1% | 9%
Cc1ccc(OCC(=O)Nc2cccc(-c3nc4ccccc4s3)c2)cc1
  . | 64 | 7% | . | 4% | .
CSc1ccccc1C(=O)N1CCC(CCC(=O)NCc2ccc(F)cc2)CC1
  . | ? | -9% | 3% | 0% | -15%
COc1ccc(C(=O)N/N=C(\C)Cn2nc([N+](=O)[O-])cc2C)cc1
  -2% | -1 | -4% | 20% | 9% | 7%
CC1CC(Nc2ccccc2)c2ccccc2N1C(=O)c1ccccc1F (stereo not given)
  -1% | -67* | -18% | 2% | 3% | 2%
O=c1[nH]c(=S)n(CCC2=CCCCC2)c(O)c1/C=N/N1CCOCC1
  -1% | 58 | -2% | 108%[activator] | 0% | 23%
O=C(Nc1ccccc1Cc1ccccc1)c1oc2ccccc2c1COc1ccccc1
  1% | 26 | -5% | -11%[2.32 µM] | -3% | 8%
COC(=O)c1c(NC(=O)c2nc(SCc3cccc(C)c3)ncc2Cl)sc2c1CCCC2
  . | -4 | 11% | . | 1% | .
CCOC(=O)N1CCN(C(=O)c2ccc(CNS(=O)(=O)c3ccc(OC)cc3)cc2)CC1
  1% | -29 | -7% | 1% | 2% | 20%
COCCCN(CC(=O)O)S(=O)(=O)c1ccccc1
  0% | 15 | -2% | 18% | 19% | 14%
O=C(COC(=O)c1cc([N+](=O)[O-])ccc1N1CCOCC1)NCc1ccc(F)cc1
  4% | 1 | -5% | 3% | 1% | -29%
Cc1ccc(-n2c(SCC(=O)NCc3ccco3)nc3sc4c(c3c2=O)CC(C)(C)SC4)cc1
  1% | -11 | -4% | 10% | -32% | -2%
CCOc1ccc(C(=O)Nc2ccc(OCc3cc(=O)n4cccc(C)c4n3)cc2)cc1
  . | -7 | -5% | . | -2% | .
Cc1occc1-c1nc(-c2ccncc2)no1
  5% | 37 | -2% | -10% | 2% | 16%
O=C(Cn1cnc2c(nnn2-c2cccc(F)c2)c1=O)Nc1ccc2c(c1)OCCO2
  -2% | 36 | -10% | 4% | -4% | .
CCCC(c1nnnn1CC1CCCO1)N1CCN(c2ccccc2)CC1 (stereo not given)
  -17% | -33 | 3% | ? | 8% | 6%
CCCCOc1ccc(C(C)NC(=O)CCS(=O)(=O)Cc2ccccc2Cl)cc1 (stereo not given)
  0% | -35 | -10% | -6% | -9% | 1%
CN(C)c1cc[n+](CC(=O)c2ccc(OC(F)F)cc2)cc1
  5% | ? | -3% | -5% | 10% | 14%
Cc1csc(=Nc2ccccc2)n1CCO
  -5% | -37 | 5% | -7% | 0% | 1%
Cc1ccc(-n2ncc(C(=O)NCc3ccccn3)c2C2CCN(C(=O)OC(C)(C)C)CC2)c(C)c1
  . | -9 | 2% | . | -10% | .
Cc1ccc(CNC(=O)Cn2ccc3cc(S(=O)(=O)N4CCCC4)ccc32)o1
  8% | 24 | -4% | 3% | -29% | -4%
CCCCNC(=O)[C@H](Cc1c[nH]c2ccccc12)NC(=O)c1ccccc1Cl
  -3% | 19 | ? | 4% | -18% | -5%
COc1ccc(NC(=O)CN(C)C(=O)CCNC(=O)c2ccccc2OC)cc1
  . | 20 | ? | 15% | -8% | -17%
CCC(C)(C)n1nnnc1C(c1cc(OC)ccc1OC)N1CCC(C(N)=O)CC1 (stereo not given)
  7% | 40 | -1% | 0% | -18% | -10%
CCOC(=O)N1CCC(NC(=O)c2cnn3c2NC(c2ccco2)CC3C(F)(F)F)CC1 (stereo not given)
  -27% | -14 | 0% | 18% | ? | 17%
COC(=O)c1c(CCl)noc1C(=O)NC(C)C
  2% | ? | 1% | 2% | ? | -15%
Cc1ccc(NS(=O)(=O)c2cccc(C(=O)NCCc3c[nH]c4ccccc34)c2)c(C)c1
  -13% | -38 | 0% | -9% | 3% | ?

Single records, as listed above. Values in the order: FBPA Giardia inh | HCMV antiviral | AmpC detergent | AMA1 RON2 block | Sm TGR inh | HCV inh
COc1ccc(NC(=O)CN(C)C(=O)CCNC(=O)c2ccccc2OC)cc1 is listed as . | 20 | ? | 15% | -8% | -17%
Cc1ccc(-n2ncc(C(=O)NCc3ccccn3)c2C2CCN(C(=O)OC(C)(C)C)CC2)c(C)c1 is listed as . | -9 | 2% | . | -10% | .
Cc1ccc(CNC(=O)Cn2ccc3cc(S(=O)(=O)N4CCCC4)ccc32)o1 is listed as 8% | 24 | -4% | 3% | -29% | -4%

(next part)
Under each structure – FBPA Giardia inh | HCMV antiviral | AmpC detergent | AMA1 RON2 block | Sm TGR inh | HCV inh
O=C(NC1CC1)C(Cl)c1ccccc1 (stereo not given)
  9% | 40 | -8% | -7% | -16% | 3%
O=C(NC(=S)Nc1ccc(NC(=O)c2ccco2)cc1)c1ccccc1
  -7% | ? | -4% | -9% | -11% | -6%
CCn1c(-c2cccn(Cc3ccccc3)c2=O)n[nH]c1=S
  -12% | -27 | ? | 14% | 7% | -2%
CCN1CCN(CC(=O)N/N=C/c2cc(Br)cs2)CC1
  18µM* | 28 | -17% | -17% | 2% | 3%
CC1CCC2(CC1)NC(=O)N(CC(=O)NC1(C#N)CCCCC1)C2=O (stereo not given)
  . | -1 | -14% | -5% | 1% | -2%
COCC(COS(N)(=O)=O)C(C)C (stereo not given)
  8% | -6 | ? | 1% | 44%[activator] | 9%
CCc1ccc(NC(=O)N(Cc2c[nH]c3ccccc23)C2CCCCC2)cc1
  . | 36 | 6% | . | 5% | .
CC1CC(C)CN(C(=O)COC(=O)C2CCN(S(=O)(=O)c3ccc4c(c3)OCCO4)CC2)C1 (stereo not given)
  . | -25 | ? | -4% | -1% | 0%
CCN(CC)P(=O)(c1nccn1C)N(CC)CC
  1% | 8 | 0% | 3% | -2% | 16%
CCC(OC(=O)C1=Cc2ccccc2OC1)C(=O)NCc1ccco1 (stereo not given)
  6% | -4 | 4% | 4% | 5% | ?
CCCCNC(=O)C(c1ccc(OCC(=O)OC)c(C(=O)OC)c1)N(CCc1c[nH]c2ccccc12)C(=O)CCCCCN1C(=O)NC(c2ccc(-c3ccccc3)cc2)C(C(=O)OCc2ccccc2)=C1C (stereo not given)
  0% | . | -5% | . | -1% | .
Cc1ccccc1Cn1cc(NC(=O)c2cc(C3CC3)on2)cn1
  17% | 0 | 6% | 3% | 18% | -12%
CCc1ccc(/C=C/c2c[nH]c3ccccc23)[n+](CC)c1
  -6% | -97* | -6% | -6% | -5% | ?
Cc1nc(C(=O)O)nn1-c1ccc([N+](=O)[O-])cc1
  -10% | 5 | 4% | 13% | . | 4%
CC(C)Oc1ccc(/C=N/NC(=O)c2nnn(-c3nonc3N)c2CN(C)c2ccccc2)cc1
  0% | -23 | -11% | -12% | -13% | -15%
O=C(NNC1CC(=O)N(c2ccc(Br)cc2)C1=O)c1ccccn1 (stereo not given)
  ? | 36 | 3% | 50%[activator] | -4% | 11%
COCCCNC(=S)Nc1cc(C)c(C)cc1C
  0% | -8 | 10% | -7% | -15% | 1%
COc1ccc(NC(=O)NC2CCCCC2C)cc1 (stereo not given)
  1% | -31 | 10% | 0% | 12% | 0%
Cc1cc(C)c(C)c(S(=O)(=O)N(C)CCc2ccccn2)c1C
  . | -38 | . | -8% | . | 2%
O=C(O)c1ccc(CSc2nnc(COc3ccccc3)o2)cc1
  21% | -26 | 5% | -14% | 6% | 12%
COc1ccc(/C(O)=C/C(=O)C(=O)Nc2c(C)n(C)n(-c3ccccc3)c2=O)cc1
  -3% | 3 | -3% | ? | 32% | 0%
COc1ccc(C2c3sc(=O)[nH]c3SC3C4CCC(C4)C23)cc1 (stereo not given)
  -6% | -35 | -3% | 0% | -10% | 13%&0%
CCN(CC)c1ccc(NC(=O)CSc2ccsc2[N+](=O)[O-])c(C)c1
  -13% | -21 | ? | -28% | -25% | ?
COc1ccc(OCCN2CCN(C(=O)c3ccc(OC)cc3)CC2)cc1
  9% | -90* | 4% | 0% | -9% | 10µM*
CC1CCCN(S(=O)(=O)c2ccc(CN3C(=O)c4cccnc4C3=O)cc2)C1 (stereo not given)
  -8% | 0 | -5% | 21% | -10% | 6%
COc1ccc(S(=O)(=O)Nc2ccc(F)cc2)cc1N(C)S(=O)(=O)c1ccc(Cl)cc1
  -4% | -72* | 0% | 8% | 11% | ?
Cc1cccc(OCC(O)Cn2c(NCCCOC(C)C)nc3c2c(=O)[nH]c(=O)n3C)c1 (stereo not given)
  5% | 19 | ? | -3% | 7% | -11%
CCOc1ccc(NN=C(C(=O)OC)C(=O)OC)c([N+](=O)[O-])c1
  1% | -28 | 1% | 7% | 23% | 1%
CCCSc1ccc(-c2nn(-c3ccccc3)cc2/C=C(/C#N)C(=O)NCCCOC)cc1
  3% | -28 | ? | -28% | -6% | 36%[activator]
Nc1nnc2cc(Cl)ccc2n1
  . | 42 | . | 33%[activator] | . | 12%
CCc1ccc2oc(C(=O)N3CCN(c4ccc(OC)cc4)CC3)cc(=O)c2c1
  -1% | -63* | 0% | -16% | -1% | ?
O=C(/C=C/c1ccccc1)NC1CCSC1=O (stereo not given)
  0% | -15 | -13% | -16% | 12% | 2%
